# UHRF1 binding: UHRF1 methylated DNA binding inhibitors, primary screen, counter-screen for MBD2 inhibitor project, biochemical, TR-FRET, human UHRF1, single concentration; E3 ubiquitin-protein ligase UHRF1 (Homo sapiens), Q96T88; UHRF1 binding to methylated oligo; inhibition, % at 4.4 µM; hit rate 0.75% among 370,000; in the data active means inhibition above about 21%;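 further: UHRF1 SRA domain binding a hemimethylated CpG hairpin DNA probe; 0% = median of test compound wells and 100% = reference inhibitor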
# TCR-CD3 inh: inhibitors of human TCR-CD3 interaction, primary screen, biochemical, fluorescence, TAMRA-labeled TCR probe; T-cell receptor (TCR); inhibition, % at 9.4 µM; hit rate 0.37% among 360,000; AID 651800, 2012; in the data active means inhibition above about 19%;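 further: recombinant mutant TCR 2C K166C tagged with TAMRA read by polarization; 0% = receptor in buffer alone and 100% = receptor with positive control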
# NR1D1 modulator: modulators of Rev-erb alpha DNA binding, primary screen, biochemical, FITC-DNA, fluorescence polarization, uHTS | Nuclear receptor subfamily 1 group D member 1 (Homo sapiens), P20393 | Rev-erbα–FITC-DNA binding, 90 min | activity, % at 10 µM | hit rate 0.79% among 370,000 | AID 1259318, 2017;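 active means activity above about 14%, limit read from the data; passing the limit was not always enough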;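 further: 0% = DMSO wells with 35 nM protein and 100% = DMSO wells with 750 nM protein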
# Target sequence (P20393 whole entry, looked up): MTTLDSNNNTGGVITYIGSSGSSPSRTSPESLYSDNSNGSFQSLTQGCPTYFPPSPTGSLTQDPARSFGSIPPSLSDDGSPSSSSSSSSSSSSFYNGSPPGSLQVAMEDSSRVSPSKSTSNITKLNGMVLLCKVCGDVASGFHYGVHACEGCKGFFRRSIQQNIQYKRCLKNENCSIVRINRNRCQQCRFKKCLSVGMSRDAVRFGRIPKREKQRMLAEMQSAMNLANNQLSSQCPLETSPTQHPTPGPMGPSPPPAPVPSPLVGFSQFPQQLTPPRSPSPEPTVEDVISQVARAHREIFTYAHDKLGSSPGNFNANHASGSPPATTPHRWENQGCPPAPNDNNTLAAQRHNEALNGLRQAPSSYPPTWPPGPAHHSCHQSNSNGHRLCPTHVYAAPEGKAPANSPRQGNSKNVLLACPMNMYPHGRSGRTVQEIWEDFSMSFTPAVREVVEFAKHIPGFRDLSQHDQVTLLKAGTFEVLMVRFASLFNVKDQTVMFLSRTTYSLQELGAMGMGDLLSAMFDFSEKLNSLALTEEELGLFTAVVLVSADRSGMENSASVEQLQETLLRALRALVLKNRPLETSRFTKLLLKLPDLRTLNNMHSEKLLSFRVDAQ
# PRMT1 FP inh: PRMT1 methyltransferase inhibitors, primary screen, biochemical, fluorescence polarization. hit rate 1.3% among 370,000. inhibition, % at 2.79 µM. Protein arginine N-methyltransferase 1 (Homo sapiens), Q99873. recombinant PRMT1, activity-based probe fluorescence polarization;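 active means inhibition above about 21% made by adding two undisclosed values, limit read from the data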
# PG9 binder: binders of HIV-1 gp120 antibody PG9, primary screen, biochemical, TR-FRET; inhibition, % at 6.7 µM; HIV-1 gp120 / PG9 antibody interaction; hit rate 0.43% among 360,000; TR-FRET gp120-PG9 antibody binding; in the data active means inhibition above about 8.5%
# HTRA1 inh: HTRA1 serine protease inhibitors, primary screen, biochemical, fluorescence polarization, HTS | Q92743 | recombinant HTRA1, FP-rhodamine activity-based probe | inhibition, % at 5.96 µM | hit rate 0.5% among 340,000 | AID 504803, 2011; in the data active means inhibition above about 36%;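 further: 0% = enzyme with DMSO and 100% = wells lacking enzyme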
# LEDGF integ inh: blockers of LEDGF/p75-dependent integrase strand transfer – biochemical, TR-FRET, high throughput, primary screen; HIV-1 integrase (with human LEDGF/p75); TR-FRET IN-LEDGF/p75 DNA integration, Eu/Cy5; inhibition, % at 3.7 µM; hit rate 0.64% among 370,000;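 active means inhibition above the screen-wide mean plus 3 SD, cut at about 13% in these data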;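 further: signal is the Cy5 over europium emission ratio at 671 and 618 nm; 0% = plate median of compound wells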
# ABHD4 inh: ABHD4 inhibitors, primary screen, biochemical, fluorescence polarization, mouse; (Lyso)-N-acylphosphatidylethanolamine lipase (Mus musculus), Q8VD66; purified mABHD4, FP-Rh probe fluorescence polarization; inhibition, % at 8.92 µM; hit rate 0.54% among 370,000;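 active means inhibition exceeding the mean over every tested compound plus 3 SD, cut at about 30% in these data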;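 further: 0% = plate median of compound wells and 100% = S159A mutant with DMSO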
# Target sequence (Q8VD66 whole entry, looked up): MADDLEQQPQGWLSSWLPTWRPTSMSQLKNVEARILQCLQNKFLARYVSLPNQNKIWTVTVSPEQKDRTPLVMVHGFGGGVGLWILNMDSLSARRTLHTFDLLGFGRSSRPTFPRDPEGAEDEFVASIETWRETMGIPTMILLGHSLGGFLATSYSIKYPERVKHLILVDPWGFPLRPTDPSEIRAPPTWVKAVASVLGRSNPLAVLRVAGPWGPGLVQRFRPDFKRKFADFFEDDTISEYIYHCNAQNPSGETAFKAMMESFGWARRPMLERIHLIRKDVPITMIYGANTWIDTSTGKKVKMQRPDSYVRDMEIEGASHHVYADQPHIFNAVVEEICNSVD
#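 Assay system: Wild-type mouse ABHD4 protein | Medium: HEPES pH 7.0 buffer, 150 mM NaCl, 0.01% Pluronic F-127 | Incubation: Enzyme–compound pre-incubation 45 min, then probe 60 min, both 25 °C | Technique: Fluorescence polarization with parallel and perpendicular emission, 525/598 nm | Evaluation: % inhibition of FP-Rh probe binding versus controls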
# MBD2 DNA inh: inhibitors of MBD2 binding to methylated DNA, primary screen, biochemical, TR-FRET, DNA-binding domain, human; hit rate 0.31% among 370,000; MBD2 binding to methylated oligonucleotide; inhibition, % at 4.4 µM; AID 686964, 2013; in the data active means inhibition above about 13%
# rCAG binder: binders of r(CAG) RNA repeats, primary screen, biochemical, fluorescence; r(CAG) RNA repeat, TO-PRO-1 dye displacement fluorescence; inhibition, % at 3 µM; hit rate 1.3% among 370,000; AID 651821, 2012;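 active means inhibition above the plate cutoff, the mean of all test compounds on that plate plus 3 SD, cut at about 35% in these data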;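 further: 0% = DMSO alone and 100% = 100 µM mitoxantrone as full dye displacement; higher means more dye released from RNA so lower well fluorescence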
# Numbers without * were called inactive; . = no result given. This is a subset; rates above refer to the full screens.
SMILES,UHRF1 binding,TCR-CD3 inh,NR1D1 modulator,PRMT1 FP inh,PG9 binder,HTRA1 inh,LEDGF integ inh,ABHD4 inh,MBD2 DNA inh,rCAG binder
CCCN1CN(Cc2ccco2)c2nc3ccccc3n2C1,-2,0,1,0,1.8,10,-2,6,3,-2
COc1ccc(C2Nc3ccccc3C(=O)N2c2ccccc2)cc1CN1CCOCC1 (stereo unspecified),-2,4,-3,-2,0.2,4,4,-1,2,1
Cc1cccc(-c2cc3nc(C)c(C)c(NCCCn4ccnc4)n3n2)c1,2,5,1,-2,-0.6,-8,3,9,-1,-3
CCOc1cc2c(cc1OCC)C(C(=O)O)C(c1cc(OC)c(OC)c(OC)c1)N(C)C2=O (stereo unspecified),6,-7,2,6,1.1,1,2,-8,8,4
O=C(Nc1cccnc1)c1cc(-c2ccccc2O)on1,2,1,-4,-2,-1.6,-9,3,-11,2,-1
O/N=C/c1ccc(OCc2ccccc2)c(Br)c1,4,-3,2,2,1.5,-32,1,-36,6,3
O=C(CSc1ncnc2c1cnn2-c1ccccc1)NC1CCS(=O)(=O)C1 (stereo unspecified),1,-9,-4,3,-1.2,3,-5,-9,2,7
S=C(NCCN1CCOCC1)N/N=C/c1cccs1,-3,-2,9,-3,-1.2,-8,1,1,0,-2
COC(=O)c1ccc2c(CCO)c[nH]c2c1,0,-2,-1,2,-0.5,3,-1,2,-6,0
Cc1nc2scc(C)n2c(=O)c1S(=O)(=O)NCCc1ccc(Cl)cc1,1,3,-6,-7,0.6,-4,2,4,-2,-3
Cc1ccccc1NS(=O)(=O)c1ccc(NC(=O)c2nc3ncccn3n2)cc1,9,3,3,0,-2.0,-3,3,6,-1,6
CCCCOC(=O)c1ccc(NC(=O)C(=O)NCCN(C)C)cc1,-3,-2,8,4,0.4,5,0,4,-2,-6
O=C(c1ccoc1)N1CCC2(CC1)Oc1ccc(F)cc1C(=O)C21CC(c2ccccc2)=NO1 (stereo unspecified),-2,-1,3,-1,0.4,-3,2,0,-2,-2
O=[N+]([O-])c1ccc(C(O)C(CO)NC(=S)Nc2ccccc2)cc1 (stereo unspecified),3,-1,2,-4,-1.8,0,1,-8,2,6
Cc1ccc(CNC(=O)C2CCCN(S(C)(=O)=O)C2)cc1 (stereo unspecified),-2,1,5,1,-0.9,2,-3,3,5,0
CC1=C(C(=O)OC(C)C)C(c2coc3ccccc3c2=O)C2=C(CCCC2=O)N1 (stereo unspecified),-2,2,-5,-2,-1.4,-2,-2,3,-1,-1
C=CC[C@@H](CC(=O)N[C@@H](CO)Cc1ccccc1)C(=O)N[C@@H](COC(=O)[C@@H](CC=C)Cc1ccc(F)cc1)Cc1c[nH]c2ccccc12,2,-2,7,4,-0.3,-10,-2,-10,-1,5
Cn1c(N2CCN(C(=O)NC34CC5CC(CC(C5)C3)C4)CC2)nc2ccccc21,2,0,2,5,0.1,8,-2,1,-4,-3
Cc1c(C(=O)NCCN2C(=O)S/C(=C\c3cccnc3)C2=O)cccc1[N+](=O)[O-],-3,11,-5,6,-2.0,8,2,3,-1,7
CCCN1CCC(N2CCN(c3ccc([N+](=O)[O-])cc3)CC2)CC1,0,12,0,2,-1.1,-7,2,6,-2,3
O=C1[C@@H]2[C@@H](CN3CN(c4ccccc4)N=C(c4ccccc4)[C@@]23c2ccccc2)C(=O)N1c1ccccc1,0,5,-7,1,2.0,-5,-5,-9,-2,12
O=C1CC(NCc2ccc3c(c2)OCO3)C(=O)N1CCc1ccccc1 (stereo unspecified),0,-10,-1,44*,-1.0,7,-1,2,1,-6
Cc1cccn2cc(-c3ccc(Cl)cc3)nc12,-4,2,3,-1,-2.4,-10,-1,-12,-4,0
C/C(=N\NC(=O)CNC(=O)C1COc2ccccc2O1)c1ccco1 (stereo unspecified),1,0,-5,2,0.0,3,-3,0,-1,-1
O=C(CSc1nnc(CNC(=O)c2c(F)cccc2Cl)o1)NCc1ccc2c(c1)OCO2,0,-2,1,0,-0.6,-4,-1,0,0,0
Cc1cccc[n+]1CC(=O)Nc1cccc([N+](=O)[O-])c1,1,-3,1,-4,-1.5,5,0,-3,-4,6
c1ccc(Nc2nc3ccccc3o2)cc1,-1,0,-6,-2,-2.6,-6,3,2,5,1
Cc1cc(/C=N/NC(=O)Cn2c3ccccc3c(=O)c3ccccc32)c(C)n1-c1ccccc1,-7,11,-1,2,-1.4,-27,1,14,-8,20
Cc1csc(=S)n1-c1ccccc1,2,-2,-1,4,-0.7,0,-2,7,-5,6
COc1cccc2c(=O)n(CC(=O)N3CCN(c4ccccc4)CC3)ccc12,0,-1,-1,-3,0.6,2,9,0,-4,2
Cc1ccc(Nc2nnc(SCC(=O)NC3CCS(=O)(=O)C3)s2)c(C)c1 (stereo unspecified),1,6,-4,-6,-2.5,-4,1,2,-2,0
COC(=O)c1cc(C(=O)N2CCN(C(=O)c3ccco3)CC2)cc([N+](=O)[O-])c1,6,-6,-6,9,-2.5,1,-4,-5,9,-2
CC(C)Cc1nnc(NC(=O)CCC(=O)NC2CCCC2)s1,0,6,-8,1,-1.4,6,-6,-1,0,-3
CN(C)C1=NC[C@H](Cc2ccccc2)N1CCC1CCCC1,2,-1,2,0,1.3,-4,0,0,-1,2
O=c1cc2c(nn1Cc1ccc(Cl)cc1Cl)-c1ccccc1CC2,-1,3,0,0,-0.4,-39,-1,-3,-1,0
Cn1nnnc1SCC(=O)Nc1ncc(Cl)cc1Cl,-1,-16,2,-1,-2.4,-1,5,-4,-4,3
COC(=O)[C@]12C[C@H](CC(=O)N3CCOCC3)C(=O)N(Cc3ccccc3)C1=C[C@H](C(C)C)O[C@@H]2C1CC1,0,-3,9,0,-0.1,.,0,1,-1,-2
CCc1ccc(/C=c2\s/c(=C\C(=O)C(C)(C)C)[nH]c2=O)cc1,-4,12,-3,-1,-2.7,-58,0,-46,-10,27
O=C(NCc1ccccc1)C(c1ccccc1)N(C(=O)c1csnn1)c1ccc(F)cc1 (stereo unspecified),0,-4,-5,-1,-1.4,-7,2,-6,-3,0
CN1CCN(NC(=O)CN2C(=O)/C(=C/c3c(Cl)cccc3Cl)SC2=S)CC1,-16,-11,-4,22*,-0.7,-4,-3,-3,-8,5
O=C(O)c1ccc(Sc2nnnn2-c2ccccc2)c([N+](=O)[O-])c1,4,-10,-1,4,0.8,2,-3,2,3,31
O=C1CC(c2ccco2)CC(O)=C1C=NCCN1CCN(C(=S)Nc2ccccc2)CC1 (stereo unspecified),-3,-11,-4,1,-0.7,1,-7,-1,0,-5
CC(=O)c1cccc(CN2CCN(CC=C(C)C)C(CCO)C2)c1 (stereo unspecified),4,-10,-1,3,-1.1,-1,-1,-4,6,-7
CN1CCN(c2nc3cc(N4CCOCC4)ccc3s2)CC1,-4,-5,3,1,-2.3,7,-4,7,4,2
CCOC(=O)c1c(C(C#N)C#N)cc(C)nc1C,-1,0,-4,0,-0.6,5,-1,-3,4,5
CCOC(=O)c1sc(N)nc1-c1ccccc1,1,6,-6,1,0.7,3,-3,6,-2,1
O=C(Nc1ccc2c(c1)CCC2)Nc1ccccc1F,-2,-1,-1,1,0.0,-8,-3,-4,1,0
O=C(/C=C/c1cccc([N+](=O)[O-])c1)OC1CCCCC1=O (stereo unspecified),1,5,0,-2,-2.4,4,5,-3,2,1

# Look-ups from the entries so far:
# CN1CCN(NC(=O)CN2C(=O)/C(=C/c3c(Cl)cccc3Cl)SC2=S)CC1 in NR1D1 modulator → -4
# O=C(O)c1ccc(Sc2nnnn2-c2ccccc2)c([N+](=O)[O-])c1 in NR1D1 modulator → -1
# CC(=O)c1cccc(CN2CCN(CC=C(C)C)C(CCO)C2)c1 (stereo unspecified) in TCR-CD3 inh → -10

# (cont.)
SMILES,UHRF1 binding,TCR-CD3 inh,NR1D1 modulator,PRMT1 FP inh,PG9 binder,HTRA1 inh,LEDGF integ inh,ABHD4 inh,MBD2 DNA inh,rCAG binder
CCn1c(SCC(=O)Nc2nccs2)nnc1-c1ccccc1,1,6,5,0,-1.3,2,4,-7,-1,-4
COC(=O)c1sc2nc(CN3CCN(c4cccc(C(F)(F)F)c4)CC3)[nH]c(=O)c2c1C,-7,-3,3,-2,-2.0,-16,0,-5,-4,8
Cc1sc(NC(=O)c2ccc(=O)n(C)n2)nc1-c1ccccc1,4,11,1,-1,-1.4,-4,8,-1,-1,-4
c1ccc(-c2ccnc3ncnn23)nc1,-1,6,-1,3,0.1,12,0,3,2,0
CC(C)(C)c1nc(CN2CCCCC2)cc(CN2CCCCC2)c1O,2,9,5,3,-1.4,-1,-2,8,-3,2
Nc1nc2c(s1)COc1ccccc1-2,1,0,0,10,0.4,-8,-1,3,-2,2
O=C1NC2(CCSC2)C(=O)N1CC(=O)N(Cc1ccccc1)C1CCS(=O)(=O)C1 (stereo unspecified),-1,4,-2,-5,-1.4,8,2,5,-2,7
Cn1nnnc1Sc1ncnc2scc(-c3cccc(F)c3)c12,1,1,-1,-2,1.6,-16,0,2,-2,-1
COc1ccc(OCc2nnc(SCC(=O)Nc3ccccc3F)o2)cc1,3,3,-5,1,-1.9,0,-1,0,0,0
O=C1/C(=C\c2ccc3ccccc3c2)CCCc2ccccc21,-1,6,-4,-3,-0.9,-2,2,-5,-1,4
Cc1ccc2[nH]c3c(=O)n(CC(=O)NCCc4ccc(Cl)cc4)ncc3c2c1,-4,8,1,-2,1.5,5,2,6,1,2
CC(=O)C1=C(C)NC(=O)NC1c1cccc(O)c1 (stereo unspecified),1,-3,-2,0,-0.8,5,0,7,2,0
CCOc1cc(C=NN2CCN(Cc3ccc(C)cc3)CC2)ccc1O,-1,.,-4,5,.,.,-5,11,7,2
COC(=O)c1ccc(COC(=O)c2c(C)nn(Cc3ccccc3Cl)c2Cl)o1,1,4,-1,-6,-0.1,4,-1,-12,1,4
COc1cc2[nH]c(C(=O)Nc3ccc4c(c3)OCCO4)cc2c(OC)c1OC,0,7,-1,-4,-1.2,3,3,-2,2,-2
CCOC(=O)C1CCCN(C(=S)Nc2ccc(S(=O)(=O)N3CCOCC3)cc2)C1 (stereo unspecified),-2,4,2,0,-1.4,3,2,-1,-1,5
CCC(=O)Nc1cccc(NC(=S)NC(=O)c2ccc(Cl)cc2)c1,-3,7,-2,-2,-2.4,7,3,-7,0,1

# Of the compounds above, two contain a tert-butyl group:
SMILES,UHRF1 binding,TCR-CD3 inh,NR1D1 modulator,PRMT1 FP inh,PG9 binder,HTRA1 inh,LEDGF integ inh,ABHD4 inh,MBD2 DNA inh,rCAG binder
CCc1ccc(/C=c2\s/c(=C\C(=O)C(C)(C)C)[nH]c2=O)cc1,-4,12,-3,-1,-2.7,-58,0,-46,-10,27
CC(C)(C)c1nc(CN2CCCCC2)cc(CN2CCCCC2)c1O,2,9,5,3,-1.4,-1,-2,8,-3,2
